Bioassay records from PubChem.
HP1b binding inh: blocks HP1-beta chromodomain binding to methylated histone tails. P83916. AlphaScreen HP1-beta / biotin-H3K9me3 peptide binding. Potency, µM (doses to about 114 µM), without a hit: at the highest dose activity change, negative = inhibition, usual class: inhibitors. 390,000 compounds, 0.56% hits; note: potency is the fitted concentration of half-maximal effect; nearly all actives have a fitted effect of over 70% in size; inactives centre near 23
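Compound inhibition of the preformed complex between 50 nM HP1-beta and 50 nM biotinylated H3K9me3 peptide was read by AlphaScreen. Buffer was PBS pH 7.4 with 0.01% Tween-20. Incubations ran 30 min at room temperature, with 10 ug/mL donor/acceptor beads.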
Tb PGK inh: inhibitors of T. brucei phosphoglycerate kinase | PGK/GAPDH coupled, Kinase-Glo luminescence, 60 min | Potency, µM (top dose mostly 57.5 µM), without a hit: at the highest dose activity change, negative = inhibition, hits mostly inhibitors | AID 602233 | P07378 | 380,000 compounds, 0.043% hits; note: potency is the fitted concentration of half-maximal effect; % is set by controls: 0 for no effect and ±100 for the full control effect; nearly all actives have a fitted effect of over 60% in size
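Luminescent ATP detection (Kinase-Glo Plus) follows a 60-minute room-temperature incubation, with wells lacking PGK as controls. Buffer: 100 mM TEA (pH 7.6), 5 mM MgCl2, 0.01% Tween-20. Coupling enzyme GAPDH (100 nM final) supplies unstable 1,3-BPG in-well.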
TrxR1 substrate: is turned over as a substrate by rat TrxR1 | purified TrxR1 substrate turnover, NADPH consumption readout | Potency, µM (series often up to 114 µM), for the others: at the top dose activity change, negative = substrate turnover | 390,000 compounds, 0.01% hits | AID 588456; note: potency is the fitted concentration of half-maximal effect; % is set by controls: 0 for no effect and ±100 for the full control effect; nearly all actives have a fitted effect of over 50% in size
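Rat TrxR1, dispensed at 90 nM, was prereduced with 400 uM NADPH (final) for 5 min at ~22 deg C, then incubated with compound 15 min before 400 uM selenite. A first-read NADPH fluorescence drop versus no-compound background flagged substrates.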
GLS inh: blocks human kidney-isoform glutaminase activity; GLS enzymatic activity, qHTS titration; Potency, µM (titrated, usually from 45.5 µM), inactives show at the top dose activity change, negative = inhibition, actives largely listed as inhibitors; 410,000 compounds, 0.21% hits; AID 624170; note: potency is the fitted concentration of half-maximal effect; % is set by controls: 0 for no effect and ±100 for the full control effect
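hKGA; 45 mM KH2PO4 pH 8.2 + 0.02% Tween-20; cpd via pin tool; 1 mM Gln soln; GluOx/HRP/Amplex Red; RT 30 min; fluor. t0 & final.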
PI4K2A block: inhibitors of human PI4K2A. Q9BTU6. purified PI4K2A, ADP-Glo luminescence, 1 h; active compounds read low. activity change, negative = inhibition, % at 76.9 µM. 420,000 compounds, 0.13% hits. AID 1346378; in the data active = activity change below about -50%; inconclusive = mostly about -30% to -49%;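 note: -100% = wells without enzyme as full effect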
Target sequence (Q9BTU6 whole entry, looked up): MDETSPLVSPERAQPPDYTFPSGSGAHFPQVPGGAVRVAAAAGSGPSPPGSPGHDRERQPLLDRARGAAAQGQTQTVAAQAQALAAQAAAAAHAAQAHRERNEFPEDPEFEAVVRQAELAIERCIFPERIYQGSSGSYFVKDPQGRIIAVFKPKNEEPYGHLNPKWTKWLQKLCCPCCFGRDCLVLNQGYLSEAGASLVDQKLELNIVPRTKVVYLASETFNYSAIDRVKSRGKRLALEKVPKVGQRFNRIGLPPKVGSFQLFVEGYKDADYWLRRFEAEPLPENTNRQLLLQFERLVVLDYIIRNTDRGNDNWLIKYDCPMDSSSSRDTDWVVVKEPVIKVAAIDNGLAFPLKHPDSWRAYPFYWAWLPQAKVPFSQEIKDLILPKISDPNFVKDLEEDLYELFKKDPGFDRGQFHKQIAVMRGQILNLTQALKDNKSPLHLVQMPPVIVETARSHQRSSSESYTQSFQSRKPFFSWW
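Compounds are screened against recombinant PI4K2A using PI as substrate and ATP, the latter dispensed at 300 microM. Reactions run one hour at ambient temperature before ADP-Glo detection; full inhibition defined by wells lacking enzyme.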
IDH1 R132H inh: inhibitors of human mutant IDH1 R132H. O75874. IDH1-R132H enzyme, NADPH consumption, diaphorase/resazurin fluorescence. Potency, µM (top dose mostly 76.6 µM), without a hit: at the highest dose activity change, negative = inhibition, usual class: inhibitors. 390,000 compounds, 0.093% hits. AID 602179; note: potency is the fitted concentration of half-maximal effect; % is set by controls: 0 for no effect and ±100 for the full control effect; nearly all actives have a fitted effect of over 65% in size
Target sequence (O75874 whole entry R132H, stated change not applied): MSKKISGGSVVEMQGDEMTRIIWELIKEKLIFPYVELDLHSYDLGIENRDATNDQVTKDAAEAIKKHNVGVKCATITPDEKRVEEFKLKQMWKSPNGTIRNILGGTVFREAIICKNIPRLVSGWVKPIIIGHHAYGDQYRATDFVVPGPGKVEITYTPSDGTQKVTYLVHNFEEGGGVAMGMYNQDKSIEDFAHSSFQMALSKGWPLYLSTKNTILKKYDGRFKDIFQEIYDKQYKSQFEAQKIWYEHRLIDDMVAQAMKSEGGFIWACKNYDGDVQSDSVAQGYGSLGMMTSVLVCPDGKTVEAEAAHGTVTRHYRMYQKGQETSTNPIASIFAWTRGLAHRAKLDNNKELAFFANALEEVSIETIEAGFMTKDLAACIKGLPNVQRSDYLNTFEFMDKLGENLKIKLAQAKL
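IDH1-R132H (0.5 ug/mL) preincubated 30 min with compound, then NADPH (0.016 mM) and alpha-KG (2 mM) added; 80 min at RT, pH 7.5. Remaining NADPH coupled via diaphorase/resazurin to fluorescence (540/590 nm); concentration-response curves normalized to no-enzyme control.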
rTrxR1 inhibitor: blocks rat thioredoxin reductase 1; O89049; 390,000 compounds, 1% hits; recombinant rTrxR1, NADPH fluorescence consumption, selenite substrate; Potency, µM (highest dose often 114 µM), inactives show top-dose activity change, negative = inhibition, usual class: inhibitors; note: potency is the fitted concentration of half-maximal effect; % is set by controls: 0 for no effect and ±100 for the full control effect; nearly all actives have a fitted effect of over 65% in size
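Rat TrxR1 (90 nM in the dispensed reagent) was pre-reduced with 400 uM NADPH for 5 min at room temperature, then incubated with compound for 15 min. After 400 uM selenite was added, NADPH fluorescence (Ex 340/Em 450 nm) was followed for 8 min.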
USP1-UAF1 inh: blocks the human USP1/UAF1 deubiquitinase complex | 390,000 compounds, 0.23% hits | O94782 | recombinant USP1/UAF1, Ub-Rhodamine cleavage fluorescence | AID 743255 | Potency, µM (highest dose often 57.1 µM), for inactives: at the top dose activity change, negative = inhibition, actives largely listed as inhibitors; note: potency is the fitted concentration of half-maximal effect; % is set by controls: 0 for no effect and ±100 for the full control effect; nearly all actives have a fitted effect of over 60% in size; inactives centre near -12
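USP1/UAF1 complex (1 nM) preincubated 15 min at room temperature with compound, then Ub-Rho substrate (150 nM final) added. Kinetic fluorescence at 480/540 nm over 6 reads at 60 s intervals; 50 mM HEPES pH 7.8, 0.5 mM EDTA, 0.1 mg/ml BSA, 1 mM TCEP, 0.01% Tween-20.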
Pin1 inh: blocks the human prolyl isomerase Pin1 | Pin1 FP peptide displacement, HiFluor488, 10 min | Potency, µM (series often up to 115 µM), for inactives: at the highest dose activity, negative = inhibition, hits mostly inhibitors | 390,000 compounds, 0.009% hits | AID 504891; active = well fitted inhibition curve with a large enough effect in the polarisation, with a control signal flat, not every such curve was filed as active; inconclusive = small, poorly fitted or top-dose-only effect, or effect the other way, or a change in a side signal; inactive = no such curve, though single readings can be large or run the other way; the % refers to the polarisation; note: potency is the fitted concentration of half-maximal effect; % is set by controls: 0 for no effect and ±100 for the full control effect
Target sequence (Q13526 whole entry, looked up): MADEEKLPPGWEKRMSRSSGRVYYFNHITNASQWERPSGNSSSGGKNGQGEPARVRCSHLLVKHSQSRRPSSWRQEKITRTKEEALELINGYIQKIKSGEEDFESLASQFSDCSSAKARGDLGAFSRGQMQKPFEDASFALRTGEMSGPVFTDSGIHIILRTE
* hit, by the source's call; i = inactive; u = inconclusive; x = not tested or not shown; [ ] = remark or other dose. Unless noted, calls come from the whole dose curve; as a rule, active = well fitted curve in the direction sought with a large enough effect; inconclusive = small, poorly fitted or top-dose-only effect, or another doubt; inactive = no such curve, though single readings can be large; an effect the other way counts as inactive or inconclusive.

smiles	HP1b binding inh	Tb PGK inh	TrxR1 substrate	GLS inh	PI4K2A block	IDH1 R132H inh	rTrxR1 inhibitor	USP1-UAF1 inh	Pin1 inh
O=C(CCc1ccccc1)NNC(=S)NC(=O)c1ccccc1	-3.6%	x	-5.8%	12.1%	-4.7	0.0%	u	-6.4%	-7.8%
Cc1cc(C(=O)NN=C2CCCCC2)c2ccccc2n1	36.8%	-5.3%	8.9%[57.1 µM]	u	2.4	3.4%	-1.5%[57.1 µM]	-19.2%	0.4%
Cc1nc(NC(=O)c2cc3c(C)nn(-c4ccccc4)c3s2)sc1C(=O)Nc1ccccc1	46.5%	-4.2%	6.9%	-1.7%	-4.0	2.2%	-9.1%	-14.4%	4.9%
CNC(=O)c1c(NC(=O)c2cc(=O)c3cc(C)c(C)cc3o2)sc2c1CCCC2	11.1%	-3.1%	3.3%	-0.3%	-3.7	17.2%	7.2%	u	-13.5%
CCN(CC)C(=O)C1CCN(S(=O)(=O)c2c(C)noc2/C=C/c2cccc(OC)c2)CC1	-1.7%	-0.5%	2.5%[57.1 µM]	-9.1%	0.9	-10.9%	14.3%[57.1 µM]	u	2.4%
O=C(Nc1ccsc1C(=O)N1CCCCCC1)c1ccccc1	33.6%	-1.2%	5.3%	-2.9%	-0.4	2.8%	14.8%	-8.4%	u
COC(=O)c1ccc(COc2c(F)c(F)cc(F)c2F)o1	57.2%[activator]	1.0%	-3.2%	-5.5%	0.4	7.2%	-8.1%	0.5%	-2.1%
c1ccc(CSc2nnc3ccc(-c4ccco4)nn23)nc1	57.4%[activator]	-1.8%	-2.1%	-2.0%	-1.0	1.8%	-8.6%	-13.8%	-2.7%
CCc1ccc(NC(=O)C2CCCN2C(=O)NC2CCCCC2)cc1 (centres undefined)	-0.4%	2.6%	0.4%	10.3%	-1.3	-4.3%	12.7%	-9.4%	1.6%
Cc1ccc(S(C)=O)cc1-n1c(=O)n(Cc2ccccc2)c(=O)c2[nH]cnc21 (centres undefined)	-12.4%	i	-6.7%[57.1 µM]	2.4%	-0.6	-10.4%	-11.8%[57.1 µM]	-2.3%	2.9%
CC(=O)c1cc2c(s1)-c1cc(F)ccc1OC2	131.5%[activator]	-6.4%	55.8%	-5.8%	-3.0	5.7%	15.3%[57.1 µM]	-12.5%	0.3%
O=C(COC(=O)c1ccc(S(=O)(=O)N2CCCC2)cc1)NCc1ccccc1	29.4%	-0.2%	-7.0%	-10.2%	-12.9	9.0%	1.1%	-17.5%	20.6%
COc1ccc(N(Cc2cc3cccc(C)c3[nH]c2=O)S(C)(=O)=O)cc1	19.9%	-6.0%	9.4%	0.6%	1.0	-1.1%	5.7%	-8.9%	1.1%
COc1ccc(N(C(=O)c2cnccn2)C(C(=O)NCc2ccccc2)c2ccc(O)cc2)cc1 (centres undefined)	17.0%	-2.2%	-15.3%	-4.6%	-3.5	-0.3%	-44.6%	-1.7%	2.5%
CCCCNC(=O)CSc1nc2ccccc2nc1Cc1ccc(C)cc1	23.5%[57 µM]	-0.8%	0.9%[57.1 µM]	-0.8%	-0.9	4.7%	10.8%[57.1 µM]	-23.4%	3.3%
CC(C)c1ccc(NC(=O)c2cc(S(=O)(=O)N3CCCCC3)c[nH]2)cc1	26.6%	i	9.6%	-8.4%	4.6	-3.3%	20.3%	-13.7%	8.2%
COc1cccc(-n2nnc3c(=O)n(CC(=O)N4CCC(Cc5ccccc5)CC4)cnc32)c1	7.9%	1.9%	-6.9%	3.3%	-1.0	-1.9%	-13.3%	-17.5%	-1.1%
NC(=O)NC(Cc1ccccc1)C(=O)NCC1(N2CCCCC2)CCCCC1 (centres undefined)	13.5%	-2.0%	-6.4%	-0.6%	-1.4	4.8%	24.8%[57.1 µM]	-19.9%	-5.7%
CCc1cc(Cn2nc(-c3ccccc3)cc2C(=O)NCc2cccc(C(F)(F)F)c2)on1	56.6%[activator]	-1.0%	-3.3%[57.1 µM]	-0.2%	3.7	-8.9%	27.1%[57.1 µM]	-19.2%	2.7%
COc1ccc(-c2cn3cccnc3n2)cc1NC(=O)C1CC1	9.4%	-7.2%	12.1%	-1.5%	0.0	-1.8%	14.1%[57.1 µM]	-17.2%	1.7%
COc1ccc(-c2nc(-c3ccc(NC(=O)c4ccc(Br)o4)cc3)no2)cc1OC	12.1%	2.1%	13.0%[57.1 µM]	9.2%	2.4	0.7%	14.2%[57.1 µM]	-4.4%	8.3%
COC(=O)COc1ccc(S(=O)(=O)Nc2ccc(C(N)=O)cc2)cc1	19.4%	x	4.1%	-0.9%	-3.8	1.4%	-6.7%	-8.5%	-1.3%
O=C(Nc1cc(C(F)(F)F)ccc1N1CCOCC1)c1cccc(F)c1	21.4%	0.3%	4.0%[57.1 µM]	-2.5%	-3.6	-2.1%	2.7%[57.1 µM]	-24.6%	1.4%
CC(C)(C)C1CCC(OC(=O)c2ccncc2)CC1 (centres undefined)	47.7%[activator]	8.5%	5.0%	3.6%	-4.9	2.5%	16.7%	-10.1%	4.7%
CCC(CC)CN1CCC(CN2C(=O)C(=O)NC[C@@H]2[C@@H](C)CC)CC1	10.0%	-2.3%	8.0%	3.0%	2.6	26.4%	29.2%	-20.9%	-0.9%

No new results follow: 6 of the compounds above.
smiles	HP1b binding inh	Tb PGK inh	TrxR1 substrate	GLS inh	PI4K2A block	IDH1 R132H inh	rTrxR1 inhibitor	USP1-UAF1 inh	Pin1 inh
O=C(CCc1ccccc1)NNC(=S)NC(=O)c1ccccc1	-3.6%	x	-5.8%	12.1%	-4.7	0.0%	u	-6.4%	-7.8%
Cc1cc(C(=O)NN=C2CCCCC2)c2ccccc2n1	36.8%	-5.3%	8.9%[57.1 µM]	u	2.4	3.4%	-1.5%[57.1 µM]	-19.2%	0.4%
Cc1nc(NC(=O)c2cc3c(C)nn(-c4ccccc4)c3s2)sc1C(=O)Nc1ccccc1	46.5%	-4.2%	6.9%	-1.7%	-4.0	2.2%	-9.1%	-14.4%	4.9%
CNC(=O)c1c(NC(=O)c2cc(=O)c3cc(C)c(C)cc3o2)sc2c1CCCC2	11.1%	-3.1%	3.3%	-0.3%	-3.7	17.2%	7.2%	u	-13.5%
CCN(CC)C(=O)C1CCN(S(=O)(=O)c2c(C)noc2/C=C/c2cccc(OC)c2)CC1	-1.7%	-0.5%	2.5%[57.1 µM]	-9.1%	0.9	-10.9%	14.3%[57.1 µM]	u	2.4%
O=C(Nc1ccsc1C(=O)N1CCCCCC1)c1ccccc1	33.6%	-1.2%	5.3%	-2.9%	-0.4	2.8%	14.8%	-8.4%	u

Continuation:
smiles	HP1b binding inh	Tb PGK inh	TrxR1 substrate	GLS inh	PI4K2A block	IDH1 R132H inh	rTrxR1 inhibitor	USP1-UAF1 inh	Pin1 inh
COc1ccccc1N1CCN(C(c2cccs2)C(C)NC(=O)c2ccco2)CC1 (centres undefined)	7.8%	-0.4%	6.1%	14.9%	5.6	-4.5%	2.8%	-21.0%	1.7%
Clc1ccc(-c2cc(COc3ccccc3)on2)cc1	90.0%[activator]	7.6%	1.9%[57.1 µM]	0.0%	3.4	22.9%	6.0%[57.1 µM]	-12.7%	4.3%
CCOC(=O)c1nnn(CC(=O)N2N=C(c3ccccc3)CC2c2ccccc2)c1C(=O)OCC (centres undefined)	27.2%	-2.8%	0.1%[57.1 µM]	2.3%	-4.9	1.7%	-5.3%[57.1 µM]	-1.7%	-0.3%
CN1C=C(C(F)(F)F)C=C/C1=C(\C#N)c1nnc2n1CCCCC2	20.3%	x	-8.4%	-2.9%	-0.8	0.7%	-6.5%	-5.0%	7.2%
COc1cccc(COC(=O)c2cc(S(=O)(=O)N3CCOCC3)ccc2Cl)c1OC	58.4%[activator]	-5.9%	0.2%	-3.0%	-2.0	2.2%	31.0%	-24.4%	4.2%
CCOC(=O)c1c(C)nc(-c2ccccc2)nc1N	49.3%[activator]	-7.0%	3.2%	-3.0%	-0.2	5.8%	14.6%	-21.8%	5.2%
Cc1cc2cc(CCNC(=O)c3ccc(C)c([N+](=O)[O-])c3)c(=O)[nH]c2cc1C	4.6%	-8.3%	-10.1%	6.9%	-4.8	1.4%	-7.5%	-17.6%	5.3%
Cc1nc(/C=C\C(=O)O)c2cc(C)oc2n1	16.1%	8.7%	123.6%[activator][57.1 µM]	12.7%	6.4	-3.3%	20.5%[57.1 µM]	-7.2%	-4.0%
C[C@@H]1CN([C@H](C)CO)C(=O)CCCn2nncc2CO[C@H]1CN(C)C(=O)Nc1ccc(N2CCN(C)CC2)cc1	x	-3.8%	x	5.4%	1.1	6.4%	x	-5.7%	x
CC1(C)N=C(N)NC(Nc2ccc(Br)cc2)=N1	26.6%	-2.1%	-1.1%	-9.1%	2.3	1.3%	10.1%	-19.4%	-9.2%

Some of the compounds tested. The share of hits here may be higher or lower than overall.
